From PubChem
Pf apPOL block = Pf-apPOL DNA polymerase inhibition | Recombinant Pf-apPOL, molecular beacon fluorescence, 1.5 h | inhibition, % at 10 µM | 210,000 compounds, 0.25% hits | AID 1794808
mHTT CaM bind = disrupts binding of mutant huntingtin to calmodulin; inhibition, % at 15 µM; AID 1671202; 190,000 compounds, 3.6% hits; AlphaScreen His-mHTT/GST-CaM binding, luminescence;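 also: 0% = both proteins with DMSO and 100% = one protein alone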
* hit, by the source's call; i = inactive; / = not tested or not shown; & = joins results of further samples. Rule as the data show it: active = inhibition above about 50%; inactive = the rest.

Values in the order – Pf apPOL block, mHTT CaM bind
Cc1ccc(C2=CC(c3ccc(F)c(Br)c3)n3nnnc3N2)cc1 (stereo not drawn)
→ -7, -10
O=C(Nc1ccc(Cl)c(Cl)c1)Nc1ccccc1C(=O)N1CCOCC1
→ -10, 5
Cc1nc([N+](=O)[O-])c(Br)n1Cc1ccccc1
→ -4, 5
Cc1ccc(-c2csc3c(=O)n(CC(=O)Nc4ccc(F)cc4C)cnc23)cc1
→ -1, -25
CCOC(=O)c1c(-c2ccco2)csc1NC(=O)Nc1ccc(Cl)cc1
→ -16, /
CCc1nnc(NC(=O)COc2ccc(C)cc2C)s1
→ 4, -6
O=C(NCCCN1CCOCC1)C1CCN(c2nc3cccnc3s2)CC1
→ 3, 2
CCOc1nc2nc(-c3ccc(OC)cc3)n(Nc3ccc(Br)cc3)c2c2ccccc12
→ -4, /
Cc1c(N=Cc2ccc(Cl)c([N+](=O)[O-])c2)c(=O)n(-c2ccccc2)n1C
→ 3, -2
CN1CCCN(Cc2ccccc2F)CC1
→ -3, 2
COCCN1C(=O)CCc2cc(NC(=O)c3cc(F)cc(F)c3)ccc21
→ -7, -4
COc1ccc(OC)c2sc(N(CCCn3ccnc3)C(=O)Cc3ccccc3)nc12
→ -8, 68*
O=c1c2ncccc2n(Cc2c(F)cccc2Cl)c(=O)n1Cc1cccnc1
→ 4, -7
COc1ccccc1/C=C1/SC(=Nc2ccccc2Cl)NC1=O
→ -2, 20
O=C1C2CCCCC2C(=O)N1c1ccc(S(=O)(=O)N2CCOCC2)cc1 (stereo not drawn)
→ 2, -7
CC(/C=C/c1cccc(Oc2ccc(F)cc2)c1)N(O)C(N)=O (stereo not drawn)
→ 4, /
O=C(Nc1ccccc1Cl)C1c2ccccc2Oc2ccccc21
→ -4, -7
O=C(NC1CCCC1)c1cc(S(=O)(=O)N2CCOCC2)ccc1Cl
→ 2, -6
Cc1ccc(C2=Nc3cccnc3N(CC(=O)Nc3ccc(C)c(F)c3)C(=O)C2)cc1
→ 3, 0
C=CCN1[C@@H](CC(C)C)COc2cc(N3CCSCC3)ccc2S1(=O)=O
→ -5, -14
O=[N+]([O-])c1ccccc1OCCN1CCCCC1
→ -6, 4
O=C1CSC2(C(=O)Nc3ccccc32)N1c1ccc(Cl)c(Cl)c1 (stereo not drawn)
→ -4, 0
CC(C)n1ccc(-c2nnc(NC(=O)CCSc3ccc(F)cc3)o2)n1
→ -3, 2
Cc1nc2c(C(=O)N(C)Cc3ccccc3)c[nH]n2c(=O)c1Cc1ccccc1F
→ 0, 28
CC(C)c1noc(-c2cccnc2N2CCCN(C(=O)c3ccc(F)cc3)CC2)n1
→ -15, 1
O=C1CC(N2CCSCC2)C(=O)N1c1ccc(N=Nc2ccccc2)cc1 (stereo not drawn)
→ -1, 25
CC1=C(C(=O)Nc2ccccn2)C(c2cccc([N+](=O)[O-])c2)C2=C(CC(C)(C)CC2=O)N1 (stereo not drawn)
→ 0, 3
CC1Cc2nc(SCC(=O)N3CCCCC3)n(C)c(=O)c2S1 (stereo not drawn)
→ -2, 2
Cc1ccc([N+](=O)[O-])cc1NS(=O)(=O)c1cc(Cl)ccc1Cl
→ -2&-8, 5&-3
Cc1c(C)c(C)c(CSc2ccccc2NC(=O)C=CC(=O)O)c(C)c1C
→ -2&-10, /
CCOC(=O)CNC(=O)N1CCCC1c1c(C)noc1CC (stereo not drawn)
→ -1, -1
CCCc1cc(C2CCCN2C(=O)c2ccc(F)cc2)no1 (stereo not drawn)
→ -1, -3
CC(C)NC(=O)c1csc(COc2ccccc2)n1
→ -4, -14
CCOC(=O)c1cnn(C(=O)c2ccc(-n3c(C)ccc3C)cc2)c1N
→ -11, /
COC(=O)c1ccc(C2C3=C(CCCC3=O)Nc3ncnn32)cc1 (stereo not drawn)
→ 3, -2
CCNC(=O)c1cc2c(=O)n3cccc(C)c3nc2n(CC2CCCO2)c1=N (stereo not drawn)
→ 8, 0
COc1ccc(CNS(=O)(=O)c2ccc(F)c(C(=O)Nc3cc(Cl)ccc3OC)c2)cc1
→ 37, 0
Cn1c(Br)nc2c1c(=O)[nH]c(=O)n2C
→ -5, -2
Fc1ccc(C2C=C(c3cccnc3)Nc3nc4ccccc4n32)cc1 (stereo not drawn)
→ -5, 29
Cc1ccc(C(=O)NC2CCCCCCC2)c(Cl)c1
→ -10, -5
CCc1noc(-c2cnc3nc(C)ccc3c2NCc2ccccc2C)n1
→ -26, -6
NC(=O)C1CCCN(S(=O)(=O)c2ccc(F)cc2)C1 (stereo not drawn)
→ -14, -3
O=C(COc1ccc(Cl)cc1Cl)N1CCCCCC1
→ -5, -15
CCCn1c(Br)nc2c1c(=O)[nH]c(=O)n2C
→ 4, 6
COc1ccc(NC(=O)Cc2nnc(NC(=O)Nc3ccc(Cl)cc3)s2)cc1
→ -3, -3
O=C(O)CCC(=O)Nc1cc(Cl)ccc1O
→ 2, -2
CN(C)c1cc[n+](CC(=O)c2ccc(Br)cc2)cc1
→ 1, 1
CC(=O)NS(=O)(=O)c1ccc(NC(=O)CCC2CCCC2)cc1
→ 2, 0
CC1(C)C(=O)NCCN1C(=O)c1cccc(Br)c1
→ -5, -9
CCOc1ccccc1C(=O)NCc1nnc2n1CCCC2
→ -2, 1
Cc1ccccc1C1C(CN2CCOCC2)=C(c2ccccc2)Oc2ccccc21 (stereo not drawn)
→ 6, 9
CCNc1cc(N2CCC(CCC(=O)NCc3ccncc3)CC2)ncn1
→ 3, 3
N#CC1=C(N)Oc2[nH]c(=O)[nH]c(=O)c2C1c1ccc([N+](=O)[O-])s1 (stereo not drawn)
→ 1, 19
CCc1onc(C)c1C1CCCN1C(=O)C(C)C (stereo not drawn)
→ 7, 0
CCCc1cc(C2CCCN2C(=O)Nc2cc(OC)cc(OC)c2)no1 (stereo not drawn)
→ 0, -8
C#CCSc1nccc(-c2sc3ccc(Cl)cc3c2C)n1
→ -13, /
CC(NC(=O)CSc1nnc2c(n1)[nH]c1ccccc12)c1ccccc1 (stereo not drawn)
→ -1, -4
C[C@H](c1ccccc1)N1C[C@H](COCc2ccccc2)Oc2cc(N3CC[C@H](N(C)C)C3)ccc2S1(=O)=O
→ -5, -11
CC(C)CC(=O)N1CCCC(c2nc(CCNC(=O)C3CC3)cs2)C1 (stereo not drawn)
→ 1, -3
COCCC1CCN(C(=O)c2ccccn2)CC1
→ -6, -3

(listing goes on)
Values in the order – Pf apPOL block, mHTT CaM bind
Cc1ccc(C(=O)N2CCCC(C)C2)cc1[N+](=O)[O-] (stereo not drawn)
→ 3, -7
O=C(Nc1ccc(Cn2cncn2)cc1)c1cc(Cl)ccc1F
→ 1, 2
O=C(CSc1nnc(C23CC4CC(CC(C4)C2)C3)o1)NC1CCCCC1
→ /, -10
Cc1ccc(N=Cc2ccc(Cl)c([N+](=O)[O-])c2)c(O)c1
→ 14, 17
Cc1ccccc1NC(=O)CN1CCC(c2nc(-c3cccs3)no2)CC1
→ -5, -7
CC(=O)Nc1nonc1-c1nc2ccccc2n1CCCC#N
→ 3, 0
O=C(COc1ccccc1[N+](=O)[O-])Nc1ccccc1Cl
→ -2, 3
CCO/C=C1\N=C(c2ccc([N+](=O)[O-])cc2)OC1=O
→ -3, 2
O=C1CCC(=O)N1C(c1ccccc1)c1ccccc1
→ -2, -3
COc1ccc(CCNC(=O)N2CC3CC2C(=O)O3)cc1 (stereo not drawn)
→ -5, -16
O=C1CC(Sc2ncn[nH]2)C(=O)N1c1ccc(I)cc1 (stereo not drawn)
→ 4&0, -1&4
O=S(=O)(NCCNS(=O)(=O)c1ccccc1)c1ccccc1
→ 1, -4
CCNc1cc(N2CCCC(CCC(=O)N3CCOCC3)C2)ncn1 (stereo not drawn)
→ -6, -6
CC1=CCC(C(C)(C)NC(=O)c2ccccc2)C/C1=N\O (stereo not drawn)
→ 0, i
CC(C)CCNC(=O)c1ccc(CS(=O)(=O)Cc2ccc(Cl)cc2)o1
→ -11, 6
CCOc1ccc(NC(=O)C2CCCN(C(=O)c3cc(C)cc(C)c3)C2)cc1 (stereo not drawn)
→ 9, 2
C/C=C(\C)CN(C)CCN(C)C
→ -2, -4
COc1ccc(CC(=O)N2CCN=C2SCc2ccccc2C)cc1
→ -5, -26
COc1ccc(-c2cc(=O)n(CCNC(=O)c3c(F)cccc3F)cn2)cc1
→ -12, -11
COc1ccc(OC)c(NC(=O)c2c(NCc3ccc(C)o3)sc3c2CCC3)c1
→ -46, 8
CCN1C(=O)c2cccnc2Sc2cc(NC(=O)c3ccccc3)ccc21
→ -3, 17
COc1cccc(-c2oc3c(c2C#CC(C)(C)O)C(O)CCC3)c1 (stereo not drawn)
→ 0, 18
CN(C)CCNC(=O)c1ccc([N+](=O)[O-])cc1
→ 2, -12
COc1ccc2c(=O)c(-c3cnn(-c4ccccc4)c3)coc2c1OC
→ -8, 1
O=C(NCCCO)c1ccc(CSc2nc3ccccc3s2)cc1
→ 24, 18
COc1ccc(NS(=O)(=O)c2cc(Br)cc3c2N(C(C)=O)C(C)C3)cc1OC (stereo not drawn)
→ -3, 5
O=[N+]([O-])c1cccc(Cl)c1NCCNS(=O)(=O)c1ccccc1
→ -7, 15
CCNc1nc(NCC)n2c(SC3CCc4ccccc4C3=O)nnc2n1 (stereo not drawn)
→ -5, 10
COc1cccc(CN2CCN(C(=O)c3cc(OC)c(OC)c(OC)c3)CC2)c1OC
→ -3, 1
COc1cc(NS(=O)(=O)c2ccc(NC(=O)c3ccccc3Cl)cc2)nc(OC)n1
→ 0, 4

Part of the list above, with tabs:
Structure	Pf apPOL block	mHTT CaM bind
O=C(NCCCO)c1ccc(CSc2nc3ccccc3s2)cc1	24	18
COc1ccc(NS(=O)(=O)c2cc(Br)cc3c2N(C(C)=O)C(C)C3)cc1OC (stereo not drawn)	-3	5

3 structures out of the list, arranged by count of non-hydrogen atoms, ascending.
Values in the order – Pf apPOL block, mHTT CaM bind
Cc1ccc(N=Cc2ccc(Cl)c([N+](=O)[O-])c2)c(O)c1
→ 14, 17
O=C(NCCCO)c1ccc(CSc2nc3ccccc3s2)cc1
→ 24, 18
COc1cccc(CN2CCN(C(=O)c3cc(OC)c(OC)c(OC)c3)CC2)c1OC
→ -3, 1

Following part
Values in the order – Pf apPOL block, mHTT CaM bind
Cc1nc(-c2cccnc2)nc2c1CCC(=O)N2CCN(C)C
→ -6, 1
Cc1cc(C2CCCN2C(=O)Cc2ccc(F)cc2Cl)no1 (stereo not drawn)
→ -6, 0
CCOC(=O)C(=CNc1cc(OC)cc(C(F)(F)F)c1)C(=O)OCC
→ -16, /
OC(COc1ccccc1)CN1CCCCCC1 (stereo not drawn)
→ -4, 5
Cc1ccc(N2COc3ccc(Cl)cc3C2)cc1
→ -5, 64*
CCOC(=O)c1cnc2nc(C)ccc2c1Nc1cccc(F)c1
→ -7, 14
Cc1cc(C(N)=O)c2cc(C(C)C)ccc2n1
→ -1, 1
O=C(Nc1nn[nH]n1)c1ccc(Br)o1
→ -17, 1
Cc1cc(C(=O)Nc2c(-c3ccccc3)c(C(F)(F)F)nn2C)no1
→ -6, /
COc1ccc(C(=O)Nc2ccccc2N)cc1
→ -8, 7
C=CCOc1ccc(-c2nc3sc(C)c(C)c3c(=O)[nH]2)cc1OC
→ -2, 1
COc1cccc2c1OC1(CCC(C)CC1)N1N=C(c3cccs3)CC21 (stereo not drawn)
→ -15, 36
COCCN1C(=O)c2ccccc2C(C(=O)Nc2ccc(F)cc2F)C1c1ccc(F)cc1 (stereo not drawn)
→ 4, 1
COc1ccc(NC(=O)c2ccc(-c3ccccc3[N+](=O)[O-])o2)c(OC)c1
→ 3, 20
CCNC(=O)CN(c1ccc(CC)cc1)S(C)(=O)=O
→ -1, 0
O=C(Cc1cccs1)N1CCc2nc(N3CCCCC3)nc(N3CCCC3)c2C1
→ -4, 22
Cc1nccn1CC(=O)N1CC(C)C(c2nc(-c3ccncc3)no2)C1 (stereo not drawn)
→ 8, 5
CC1CCC(NC(=O)CCc2nc(-c3ccc(N4CCC(C)CC4)cc3)no2)CC1 (stereo not drawn)
→ -2, 4
O=C(Nc1nc2c(s1)CN(S(=O)(=O)C1CC1)CC2)c1cnn(-c2ccccc2)n1
→ -6, 1
Cc1ccc(NC(=O)C2(c3ccccc3)CCOCC2)cc1
→ -5, -2
COc1ccc(NC(=O)C2CCCN(c3cnn(Cc4ccccc4)c(=O)c3)C2)c(C)c1 (stereo not drawn)
→ -3, 10
O=C1OC(c2ccc(F)cc2)=N/C1=C/c1ccc([N+](=O)[O-])cc1
→ -4, 4
CCOC(=O)c1cn(C2CN(S(=O)(=O)c3cccc(F)c3)C2)nn1
→ 0, -4
COc1ccc(C2NC(c3ccc(OC)cc3)C([N+](=O)[O-])C(C)(C)C2[N+](=O)[O-])cc1 (stereo not drawn)
→ 7, 12
Cn1c(N2CCC(C(=O)N3CCN(c4ccccn4)CC3)CC2)cc(=O)n(C)c1=O
→ -4, 29
O=C1CCC(=O)N1c1ccc(S(=O)(=O)NCc2ccco2)cc1
→ -1, -6
CCN1N=C(C(=O)N2CCCCCC2)S(=O)(=O)c2ccccc21
→ -1, -12
O=C(NCc1ccncc1)c1cc2cn(C3CC3)cc2s1
→ 8, 9
O=C(NCCc1ccccc1)c1cccc([N+](=O)[O-])c1
→ -8, -2
CCOC(=O)CCC(=O)NCc1nnnn1-c1ccc(Cl)cc1
→ -3, -6
CC(=O)c1ccc(N=Cc2nc(-c3ccc(Cl)cc3)oc2O)cc1
→ 6, 0
COCCn1c(C2CCN(C(=O)Cc3ccc(Cl)cc3)C2)nc2ccncc21 (stereo not drawn)
→ -5, -2
O=C(O)CN1CC2([N+](=O)[O-])C=CCC([N+](=O)[O-])(C1)C2 (stereo not drawn)
→ -5, -6&-1

Full records as entered above.
`COc1ccc(NC(=O)c2ccc(-c3ccccc3[N+](=O)[O-])o2)c(OC)c1` is entered as Pf apPOL block = 3; mHTT CaM bind = 20
`CCOC(=O)c1cnc2nc(C)ccc2c1Nc1cccc(F)c1` is entered as Pf apPOL block = -7; mHTT CaM bind = 14
`COc1ccc(C2NC(c3ccc(OC)cc3)C([N+](=O)[O-])C(C)(C)C2[N+](=O)[O-])cc1` (stereo not drawn) is entered as Pf apPOL block = 7; mHTT CaM bind = 12
